Bioassay records from PubChem BioAssay.
UDG counterscr: Primary qHTS assay for inhibitors of Activation Induced Cytidine Deaminase (AID): UDG Counterscreen signal; Uracil-DNA glycosylase; FRET deamination/UDG coupled assay, UDG read, 4 h; Potency, µM (titrated, usually from 115 µM), for inactives: top-dose activity change, negative = inhibition, actives largely listed as inhibitors; 91,000 compounds, 0.14% hits; AID 1347430, 2020; further: nearly all actives have a fitted effect of over 65% in size
AID inhibitor: Primary qHTS assay for inhibitors of Activation Induced Cytidine Deaminase (AID): AID signal; 91,000 compounds, 0.32% hits; Potency, µM (series often up to 115 µM), for inactives: at the highest dose activity change, negative = inhibition, hits mostly inhibitors; AID 1347428, 2020; AID deamination FRET fluorescence, UDG-coupled, 4 h; further: nearly all actives have a fitted effect of over 25% in size
Target sequence (Q9GZX7 whole entry, looked up): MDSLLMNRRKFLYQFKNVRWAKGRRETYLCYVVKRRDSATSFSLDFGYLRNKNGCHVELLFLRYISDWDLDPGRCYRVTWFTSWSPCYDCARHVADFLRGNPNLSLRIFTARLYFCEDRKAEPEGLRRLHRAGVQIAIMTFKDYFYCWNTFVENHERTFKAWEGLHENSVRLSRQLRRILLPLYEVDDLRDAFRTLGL
Active calls of the source: *; ? = inconclusive; [ ] = remark or other dose. The call rests on the fitted dose curve; in most records, active means well fitted curve in the direction sought with a large enough effect; inconclusive means small, poorly fitted or top-dose-only effect, or another doubt; inactive means no such curve, though single readings can be large; an effect the other way counts as inactive or inconclusive. On the % scale 0 is the no-effect control and ±100 the full control effect; potency means the concentration at half of the fitted maximal effect.

SMILES	UDG counterscr	AID inhibitor
O=C(O)c1ccc(NCc2nc3ccccc3n2CCOc2ccccc2Cl)cc1	0.4%	?
O=C(/C=C/c1ccccc1)N1CCC(C(=O)N2CCN(Cc3cccc(C(F)(F)F)c3)CC2)CC1	1.1%	-3.4%
COc1cccc(C(=O)Nc2nnc(S(=O)(=O)N3CCCc4ccccc43)s2)c1	14.1%	37.5%[activator]
COc1cc(C2c3c(-c4ccccc4O)n[nH]c3C(=O)N2CCO)ccc1OCC(C)C (configuration not stated)	19.5%	1.1%
O=C1c2[nH]nc(-c3ccccc3O)c2C(c2ccc(F)cc2)N1CCO (configuration not stated)	4.4%	-22.3%
COC(=O)c1ccc(-c2ccc(C=O)o2)cc1	3.9%	-1.1%
O=C(c1ccc(O)cc1)c1ccc(F)cc1	-9.3%	-9.9%
Cc1ccc(CNCc2ccc3c(c2)n(C)c(=O)n3C)cc1	1.0%	-4.1%
Cc1cc(C)c(C)c(S(=O)(=O)NCCO)c1C	2.3%	-0.2%
Cc1ccc(NC(=O)CSc2nccn2Cc2ccco2)cc1Cl	-1.7%	-27.9%
COc1ccc(-c2ocnc2C(=O)Nc2cc(F)ccc2F)cc1OC	8.8%	-11.3%
CN(Cc1cccc(F)c1)C(=O)c1cc(-c2ccccc2)n[nH]1	-0.5%	-1.6%
Nc1nc(Nc2ccc(Br)cc2)sc1C(=O)c1cccc(Br)c1	31.9%[activator]	-17.4%
COc1cccc(NC(=O)C2CCN(S(=O)(=O)c3cc(-c4noc(C)n4)ccc3C)CC2)c1	-12.1%	?
Cc1ccccc1NC(=O)C(=O)NCC(c1ccc2c(c1)OCO2)N1CCN(c2ccccc2)CC1 (configuration not stated)	1.3%	-10.0%
O=C(O)c1ccc(/C=C/c2nc(-c3ccc(Cl)cc3)cs2)cc1	5.9%	-13.9%
Cc1ccsc1CN1CCc2nc(N3CCN(c4ccccc4F)CC3)ncc2C1	4.4%	15.7%
Brc1ccc(C2OCC3(CO2)CC2C=CC3C2)cc1 (configuration not stated)	-1.7%	-7.9%
Cc1ccc(CN(Cc2ccco2)C(=O)c2ccc(OCC(C)C)cc2)cc1	?	?
COc1ccc(S(=O)(=O)c2nnn(-c3cc(Cl)c(OC)cc3OC)c2C)cc1	-10.7%	-2.4%
O=C(CC(c1cccs1)N1Cc2ccccc2C1=O)Nc1ccc(F)cc1 (configuration not stated)	1.9%	19.8%
Cc1oc(-c2cccc(Cl)c2)nc1Cn1c(SCc2ccc(F)cc2)nc2cccnc21	-8.6%[57.5 µM]	?
COc1ccc(C)cc1NC(=O)c1cn(C)c(=O)c2cc(OC)c(OC)cc12	-9.9%	-4.4%
Fc1ccccc1-c1nnc(SCc2ccc3ccccc3n2)n1C1CC1	-9.6%	-22.9%
Cc1ccc(-n2c3c(cc(-c4nc(-c5ccc(Cl)cc5)cs4)c2=O)C(=O)CC(C)(C)C3)cc1	-15.9%	-11.1%

One compound at a time, from the list above. Order of screens: UDG counterscr	AID inhibitor
`COc1ccc(C)cc1NC(=O)c1cn(C)c(=O)c2cc(OC)c(OC)cc12` across the screens: -9.9%	-4.4%
`COC(=O)c1ccc(-c2ccc(C=O)o2)cc1` across the screens: 3.9%	-1.1%
`COc1cc(C2c3c(-c4ccccc4O)n[nH]c3C(=O)N2CCO)ccc1OCC(C)C` (configuration not stated) across the screens: 19.5%	1.1%

Exported in CSV form: part of the list above
molecule,UDG counterscr,AID inhibitor
Cc1ccccc1NC(=O)C(=O)NCC(c1ccc2c(c1)OCO2)N1CCN(c2ccccc2)CC1 (configuration not stated),1.3%,-10.0%
O=C(O)c1ccc(/C=C/c2nc(-c3ccc(Cl)cc3)cs2)cc1,5.9%,-13.9%

The results go on:
SMILES	UDG counterscr	AID inhibitor
CC(=O)c1cccc(NS(=O)(=O)c2cc(-c3onc(C)c3C)ccc2C)c1	-14.6%	-17.7%
COc1ccc2c(CN3CCN(c4ccccc4O)CC3)cc(=O)oc2c1	3.0%	-3.1%
CCC(Oc1ccccc1)C(=O)Nc1cccc(OCc2cc(=O)n3cccc(C)c3n2)c1 (configuration not stated)	-26.4%	3.7%
Cc1occc1C(=O)Nc1nc(CC(=O)Nc2ccc(C(C)C)cc2)cs1	3.5%	5.3%
CCc1ccccc1NS(=O)(=O)c1ccc(OC)c2ncccc12	-10.5%[57.5 µM]	3.0%
Cc1ccc2c(c1)nc(SCC(O)c1ccc(Br)cc1)n2C (configuration not stated)	6.7%	5.2%
CC(C)CC(NC/C=C/c1ccccc1)C(=O)O (configuration not stated)	-4.7%	-4.1%
Cc1cccc(C(=O)NCCC(=O)N2CCN(CC(=O)Nc3cccc(C)c3C)CC2)c1	2.4%	-3.9%
COc1ccc(Nc2nc(Nc3ccccc3)c3nccnc3n2)cc1Cl	3.1%	?
CSc1ccc(C)c(C(=O)Nc2ccccc2C(C)C)c1	-2.9%	-3.7%
CCN(CCCNC(=O)C(C)C)c1ccccc1	3.8%	-5.0%
CCCCCc1ccc(-c2ccc(C3CCC(CCCC)CC3)cn2)cc1 (configuration not stated)	-10.9%	-3.7%
O=C(CSc1ncc(-c2ccc(Cl)cc2)[nH]1)Nc1ccccc1F	-4.2%	-3.5%
O=C(Nc1ccc(F)c(Cl)c1)c1ccc2c(Cl)c3c(nc2c1)CCC3	1.1%	3.0%
N=C(N)c1ccc(OCc2ccncc2)cc1	7.4%	3.7%
CCc1nnc(SCc2nc(-c3ccccc3F)oc2C)c2cc3sccc3n12	-16.9%	-3.0%
COc1ccc(S(=O)(=O)c2c(O)c3ccc(C(=O)Nc4cccc(C)c4C)cc3[nH]c2=O)cc1	3.9%	-10.3%
CCOC(=O)c1c(C)oc2nc(C)nc(NCCc3ccc(OCC)cc3)c12	3.4%	25.4%
CCN(C(=O)c1ccsc1)C1CC1	-3.1%	-1.8%
Cc1ccc(C2=NS(=O)(=O)N(C)C(C(=O)N3CCN(c4ccccc4)CC3)=C2)cc1	-10.5%	-2.3%
CCOc1ccc(S(=O)(=O)N2Cc3ccccc3CC2C(=O)Nc2ccc(NC(C)=O)cc2)cc1 (configuration not stated)	-13.4%	-17.4%
Cc1cc(C)cc(Oc2c(C(F)(F)F)oc3c(CN4CCCC(C)C4)c(O)ccc3c2=O)c1 (configuration not stated)	3.8%[57.5 µM]	-12.3%
COc1cc(OC)c(NC(=O)c2c(C)nn(-c3ccc(C)cc3)c2-n2cccc2)cc1Cl	-4.3%	3.0%
COc1ccc(NC(=O)c2c(C)oc3ccc(O)c(CN4CCCC(C)C4)c23)cc1 (configuration not stated)	11.6%	4.1%
COc1cccc(NC(=O)Cn2c(=O)n(Cc3nc(-c4ccccc4)no3)c(=O)c3ccccc32)c1	24.1%	-2.1%

(continued)
SMILES	UDG counterscr	AID inhibitor
O=C1N(Cc2cccc(F)c2)CCCN1c1cccc(C(=O)N2CCc3ccccc32)c1	-4.9%	-22.7%
O=c1c2sc3ccccc3c2n(Cc2ccccc2Cl)c(=O)n1Cc1ccccc1	-9.0%	12.7%
Cc1cc(=S)[nH]c(=S)[nH]1	-13.0%	-8.5%
O=S(=O)(c1ccc2nc(Nc3ccc(Br)cc3F)ccc2c1)N1CCCCC1	-20.7%[57.5 µM]	16.0%
CCN(CC)C(=O)Cn1c(SCC(=O)Nc2ccc(C)c(C)c2)nc2ccccc21	-5.5%	-14.6%
CCOC(=O)Cc1ccc(NC(=O)N2CCc3c(sc4c3CCCC4)C2c2ccc(F)cc2)cc1 (configuration not stated)	-15.9%	-10.7%
Cc1ccc(C(=O)/C(C#N)=C/c2ccccc2OCc2ccc(Br)cc2)cc1	8.2%	-13.7%
Cn1cc(C(=O)N2CCN(c3ccccc3)CC2)c(=O)c2cc(S(=O)(=O)N3CCCC3)ccc21	-1.6%[57.5 µM]	6.5%[57.5 µM]
CCCCc1ccc(NC(=S)NNC=O)cc1	-2.1%	-1.0%
CC(=O)N1CCCc2cc(S(=O)(=O)NCc3cccc(C)c3)ccc21	17.7%	3.2%
COc1ccc(C2CC(=O)N(CC(=O)Nc3ccc(C(C)=O)cc3)c3ccccc3S2)cc1OC (configuration not stated)	7.1%	-16.8%
O=C(NCCCN1CCN(c2cccc(Cl)c2)CC1)c1cnn(-c2ccc(F)cc2)c1-n1cccc1	-15.8%	?
CN1C(=O)c2cccc3c(S(=O)(=O)Nc4cccc(C(=O)O)c4)ccc1c23	9.8%	0.3%
CCC(Sc1ncnc2sc3c(c12)CCCC3)C(=O)OC(C)C (configuration not stated)	-4.9%	-25.1%
COc1cccc(NC(=O)CN(C)C(=O)CNC(=O)c2ccc(C)cc2)c1	5.2%	-11.9%
CCC(C(=O)Nc1cc(F)ccc1F)n1nc(C)c2c(C)n(-c3ccc(C)cc3)nc2c1=O (configuration not stated)	-11.2%	-12.9%
Cc1ccc(-n2c3nc(=O)n(C)c(=O)c-3cc3c(Cl)cccc32)c(C)c1	-7.6%	-21.7%
O=C1C(O)=C(c2ccccc2)C(c2ccccc2F)N1c1ccc(F)cc1 (configuration not stated)	3.8%	-5.7%
Cc1ccc(S(=O)(=O)Cc2ccc(Cl)cc2)cc1	-4.2%	-9.6%
CC(C)C(NC(=O)c1ccc(CS(C)(=O)=O)cc1)c1ccc(F)cc1 (configuration not stated)	-0.7%	-3.8%
CN1CCN(c2ccc(NC(=O)c3cccc(Cl)c3)nc2)CC1	-13.3%	-3.9%
CCc1cccc2c(C3=CCN(C(=O)C(C)(C)C)CC3)c[nH]c12	-8.1%	4.7%
O=C(Cn1ncc2c(Cl)cccc21)NCc1cccc(F)c1	-10.8%	-10.4%
O=C(Cc1ccc(Cl)cc1)NN=C1CCC(c2ccccc2)CC1 (configuration not stated)	2.9%	-1.9%
CN(C(=O)c1cnc(N2CCOCC2)c2ccccc12)c1ccccc1F	-9.1%	-3.1%

Next part; the last 6 above are carried over.
SMILES	UDG counterscr	AID inhibitor
CC(C)C(NC(=O)c1ccc(CS(C)(=O)=O)cc1)c1ccc(F)cc1 (configuration not stated)	-0.7%	-3.8%
CN1CCN(c2ccc(NC(=O)c3cccc(Cl)c3)nc2)CC1	-13.3%	-3.9%
CCc1cccc2c(C3=CCN(C(=O)C(C)(C)C)CC3)c[nH]c12	-8.1%	4.7%
O=C(Cn1ncc2c(Cl)cccc21)NCc1cccc(F)c1	-10.8%	-10.4%
O=C(Cc1ccc(Cl)cc1)NN=C1CCC(c2ccccc2)CC1 (configuration not stated)	2.9%	-1.9%
CN(C(=O)c1cnc(N2CCOCC2)c2ccccc12)c1ccccc1F	-9.1%	-3.1%
CC(=O)c1cccc(-n2c(=O)c3c4c(sc3n(Cc3cccc(C)c3)c2=O)CN(C(C)=O)CC4)c1	-15.2%	-16.6%
O=CNNC(=S)Nc1ccc(Cl)cc1Cl	-3.8%	-10.7%
COc1ccc(NC(=O)C(C)n2nc(-c3ccc(C)c(C)c3)ccc2=O)cc1OC (configuration not stated)	-9.4%	-4.9%
O=C(CSc1ncc2c(n1)-c1ccccc1N(Cc1ccc(Cl)cc1)S2(=O)=O)c1ccc(Cl)cc1	-20.1%	-2.6%
Cc1ccc(Cl)cc1NC(=O)COC(=O)c1nn(-c2ccccc2)c(=O)c2ccccc12	-6.8%	-3.8%
CCc1ccc(OCC(O)Cn2c(=O)c3ccccc3n3nc(C)cc23)cc1 (configuration not stated)	-4.9%	-17.9%
CN(CC(=O)NCCC#N)Cc1ccc(C(C)(C)C)cc1	-3.7%	3.1%
CO/N=C/c1ccc(OC)c(Cl)c1	4.7%	4.5%
Cc1ccc(Cl)c(OC(=O)c2nn(C)c(=O)c3ccccc23)c1	-1.0%	1.5%
Cc1ccc(C(=O)Nc2cccc3c2CCCC3)cc1	7.4%	4.4%
CSc1ccc(Cl)c(C(=O)O)c1	-0.6%	-2.3%

This is a subset; the hit share may differ from the screen's.
